# AmpC detergent – blocks E. coli AmpC beta-lactamase in detergent assay | P00811 | AmpC hydrolysis of nitrocefin, absorbance 480 nm, 0.01% Triton | Potency, µM (doses to about 114 µM), inactives show at the highest dose activity change, negative = inhibition, actives largely listed as inhibitors | hit rate 0.041% among 370,000 | AID 485294;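 note: potency is the fitted concentration of half-maximal effect; 0% = no-compound wells and -100% = no-enzyme wells; nearly all actives have a fitted effect of over 25% in size; some results filed as inactive show a strong effect at the top dose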
# Target sequence (P00811 whole entry, looked up): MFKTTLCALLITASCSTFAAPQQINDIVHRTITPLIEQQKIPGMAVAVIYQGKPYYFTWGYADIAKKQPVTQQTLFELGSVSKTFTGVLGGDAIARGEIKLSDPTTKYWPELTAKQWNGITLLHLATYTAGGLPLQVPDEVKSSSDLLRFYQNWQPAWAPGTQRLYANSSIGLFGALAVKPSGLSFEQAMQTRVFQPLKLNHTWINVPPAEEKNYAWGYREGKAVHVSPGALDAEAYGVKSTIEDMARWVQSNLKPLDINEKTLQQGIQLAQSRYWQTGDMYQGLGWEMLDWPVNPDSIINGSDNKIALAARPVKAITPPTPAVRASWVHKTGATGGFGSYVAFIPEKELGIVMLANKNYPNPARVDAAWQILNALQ
#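 AmpC (5.3 nM in the dispensed reagent) in 20 mM phosphate pH 7.0 with 0.01% (detergent screen) or 0.0001% Triton X-100 was preincubated with compounds for 15 min at room temperature. Nitrocefin was then added from an 800 uM solution, and hydrolysis was followed at 480 nm.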
# HCV inhibitor – HCV inhibition. Huh7.5.1 HCVcc-Cre infection, luciferase reporter, 44 h. Potency, µM (top dose mostly 41.8 µM), for the others: at the top dose activity change, negative = inhibition, actives largely listed as inhibitors. AID 651820. hit rate 3.4% among 340,000; note: potency is the fitted concentration of half-maximal effect
#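 Antiviral activity was scored by luciferase reporter output from cells infected with HCVcc-Cre (~0.5 moi) in presence of compound, 44 h infection period, cells seeded 1,000/well 4 h prior.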
# AmpC no deterg – AmpC beta-lactamase inhibition without detergent; P00811; AmpC nitrocefin hydrolysis, absorbance 480 nm, 0.0001% Triton; Potency, µM (series often up to 57.1 µM), for the others: at the highest dose activity change, negative = inhibition, usual class: inhibitors; hit rate 0.52% among 330,000; AID 485341;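 note: potency is the fitted concentration of half-maximal effect; plate controls were no compound for no effect and no enzyme for full effect; nearly all actives have a fitted effect of over 20% in size; some results filed as inactive show a strong effect at the top dose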
#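 AmpC (5.3 nM in the dispensed reagent) in 20 mM phosphate pH 7.0 with 0.01% (detergent screen) or 0.0001% Triton X-100 was preincubated with compounds for 15 min at room temperature. Nitrocefin was then added from an 800 uM solution, and hydrolysis was followed at 480 nm.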
# HCMV inh – human cytomegalovirus inhibition; HFF cells, HCMV-luciferase reporter, 72 h; stronger effect = lower value; activity change, negative = inhibition, % at 57.5 µM; hit rate 4.5% among 410,000; AID 1259415; in the data active = activity change below about -60%; inconclusive = no clear call, values can overlap the other calls; inactive = above about -39%
#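 Two-dose cell screen: HFF monolayers treated with compounds and infected with luciferase-expressing HCMV at 1 PFU/cell, 72 h at 37C, then lysed for luciferase measurement.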
# TbPYK inhibitor – inhibitors of Trypanosoma brucei pyruvate kinase | TbPYK enzyme, Kinase-Glo Plus ATP luminescence, 45 min | Potency, µM (top dose mostly 76.8 µM), inactives show top-dose activity, negative = inhibition, most hits filed as inhibitors | hit rate 0.12% among 410,000 | AID 624173; note: potency is the fitted concentration of half-maximal effect; nearly all actives have a fitted effect of over 50% in size
#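 Screened from lowest to highest concentration, compounds were pinned into TbPYK/substrate mixtures, and ADP (130 uM final) was added. Plates sat at room temperature for 45 min prior to Kinase-Glo Plus detection by luminescence.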
# AMA1-RON2 inh – AMA1-RON2 (P. falciparum) interaction inhibition | AlphaScreen AMA1-biotinylated RON2 peptide binding | Potency, µM (top dose mostly 58.2 µM), for the others: at the top dose activity change, negative = inhibition, most hits filed as inhibitors | hit rate 0.2% among 360,000 | AID 720542;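 note: potency is the fitted concentration of half-maximal effect; 0% = vehicle wells and -100% = peptide control; nearly all actives have a fitted effect of over 45% in size; some results filed as inactive show a strong effect at the top dose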
#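 AMA1 (3D7) with his tag at 25 nM final met compounds first, then biotinylated RON2 peptide at 25 nM; detection used donor plus acceptor beads, 10 µg/mL apiece, read by AlphaScreen after 30 min at room temperature.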
# LmPK inhibitor – LmPK (Leishmania mexicana) enzyme inhibition; Potency, µM (highest dose often 57.5 µM), for inactives: at the highest dose activity change, negative = inhibition, usual class: inhibitors; purified LmPK, Kinase-Glo ATP luminescence, 1 h; AID 1721; hit rate 0.37% among 290,000; Q27686; note: potency is the fitted concentration of half-maximal effect
# Target sequence (Q27686 whole entry, looked up): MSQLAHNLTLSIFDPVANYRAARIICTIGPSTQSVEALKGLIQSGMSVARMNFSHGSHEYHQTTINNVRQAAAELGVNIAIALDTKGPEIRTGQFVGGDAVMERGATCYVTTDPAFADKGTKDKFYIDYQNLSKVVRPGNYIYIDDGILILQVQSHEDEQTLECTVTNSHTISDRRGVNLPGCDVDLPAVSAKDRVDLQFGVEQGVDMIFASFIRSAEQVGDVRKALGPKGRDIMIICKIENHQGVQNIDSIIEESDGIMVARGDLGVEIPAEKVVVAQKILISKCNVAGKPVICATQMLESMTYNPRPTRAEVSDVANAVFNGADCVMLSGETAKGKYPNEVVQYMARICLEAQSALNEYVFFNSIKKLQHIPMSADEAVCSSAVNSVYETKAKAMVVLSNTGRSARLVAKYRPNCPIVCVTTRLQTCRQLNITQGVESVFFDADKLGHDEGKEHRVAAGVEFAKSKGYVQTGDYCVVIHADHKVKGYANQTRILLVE
#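 Pyruvate kinase activity monitored as ATP production (luciferase luminescence). Conditions: 0.1 nM enzyme, 0.5 mM PEP, 0.1 mM ADP, 1 h, RT; normalized against uninhibited and no-enzyme wells.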
# The depositor's hits bear a star; ? = inconclusive; . = not tested or not shown; [ ] = another dose, or the depositor's remark. Unless noted, calls come from the whole dose curve; as a rule, active = well fitted curve in the direction sought with a large enough effect; inconclusive = small, poorly fitted or top-dose-only effect, or another doubt; inactive = no such curve, though single readings can be large; an effect the other way counts as inactive or inconclusive. Unless noted, % is set by controls: 0 for no effect and ±100 for the full control effect. No enrichment for hits; 7.5% or so of the library scored in one or more.
Structure | AmpC detergent | HCV inhibitor | AmpC no deterg | HCMV inh | TbPYK inhibitor | AMA1-RON2 inh | LmPK inhibitor
COc1cc2sc(-c3ccc(S(C)(=O)=O)cc3)c(C(=O)NCc3ccc(C)o3)c2cc1OC | . | ? | 58% | -10 | -21% | 3% | .
CS(=O)(=O)c1ccc(-c2nnn(CC(=O)Nc3ccc4c(c3)OCCO4)n2)cc1 | 3% | -12% | 0% | -10 | -1% | 14% | -2%
O=C(CNC(=O)c1ccccc1F)N/N=C/c1ccc2c(c1)OCO2 | -2% | 9% | -17% | -7 | 1% | 13% | 0%
Cc1ccc(OCC(=O)NCCCNC(=O)c2cccnc2)cc1 | -9% | 3% | -1% | 13 | 4% | 0% | 5%
CCCc1ccc(C2=Nn3c(nnc3C(C)C)SC2)cc1 | ? | -1% | 78%[activator] | . | -18% | -5% | 3%
CCOc1cc(/C=N/O)ccc1OS(=O)(=O)c1ccc(C)cc1 | -8% | 3% | -17% | -37 | 1% | 11% | -1%
COc1cc2c(cc1OC)[C@@H](NC(=O)CCc1ccccc1)[C@H](OCc1ccccc1)C2 | . | -16% | 145%[activator] | -34 | 0% | -16% | .
O=C(Nc1nnc(-c2ccccc2Cl)o1)c1ccco1 | ? | 8% | -26% | 91 | -4% | 4% | -13%
CN(c1ccccc1)c1nc(N)c([N+](=O)[O-])c(N2CCOCC2)n1 | -1% | -11% | -3% | 61 | -3% | -26% | 4%
COc1ccc(/C=C2/C(=O)N(c3ccccc3)N=C2C)cc1OC | -12% | 12% | -11% | 40 | -4% | -12% | 2%
COc1ccc(C(=O)C2CCCN(Cc3c(C)[nH]c4ccccc34)C2)c(OC)c1 (stereo not drawn) | -7% | . | 18% | . | . | . | -4%
O=C1CSC(c2ccc([N+](=O)[O-])cc2)N1c1ccc(O)cc1 (stereo not drawn) | 7% | 21% | -19% | -8 | 2% | 4% | 4%
CCC(C)(C)NC(=O)C(c1ccncc1)N(C(=O)Cn1nnc2ccccc21)c1cc2c(cc1C(C)=O)OCO2 (stereo not drawn) | 0% | 2% | -10% | ? | 8% | -15% | 1%
Cc1cc(Br)c(S(=O)(=O)NCc2cccnc2)cc1C | 0% | 17% | -19% | 2 | 0% | 0% | 6%
Cc1ccc(C(=O)N2CCN(S(=O)(=O)c3ccc(C)cc3)CC2)cc1 | 3% | -2% | 14% | -29 | -3% | -12% | 4%
CCCCCCOc1ccc(OC(=O)c2ccncc2)cc1 | ? | ? | 3% | 16 | 1% | 34%[activator] | -4%
O=C(NCc1cccs1)c1cc(-c2cccc(Cl)c2)on1 | -11% | 18% | -36% | 40 | -1% | -3% | 0%
COCCCNC(=O)NC(=O)c1ccccc1 | ? | 12% | -20% | 21 | 5% | -18% | -1%
CCCCS(=O)(=O)c1oc(-c2ccc(F)cc2)nc1S(=O)(=O)c1ccc(C)cc1 | -1% | . | . | -100* | 8% | . | .
Cc1ccc(C)c(N2CCN(C(=O)CSCc3ccccc3Cl)CC2)c1 | -3% | . | . | ? | 4% | . | .
O=C(COC(=O)c1ccc(S(=O)(=O)C(F)F)cc1)NC(=O)NC1CCCCC1 | ? | 29% | -14% | -18 | -1% | -13% | .
C=CCN1C(=O)c2ccc(C(=O)N3CCN(S(=O)(=O)c4cccc(Cl)c4)CC3)cc2C1=O | ? | -5% | 92%[activator] | -76* | -2% | 6% | -2%
Cc1ccccc1C(=O)n1nc(-c2cccnc2)nc1NCc1ccc(F)cc1 | 3% | . | . | -5 | 2% | . | .
O=C(O)CCCC(=O)N1N=C(c2ccccc2)CC1c1ccc2nccnc2c1 (stereo not drawn) | -6% | 4% | -9% | -35 | -15% | -8% | 0%
C=CCn1c(O)c(N=Nc2ccccc2)c2ccccc21 | -8% | 15% | -18% | 50 | -17% | 8% | -5%
CC1=NN(C(N)=S)C(C)(C)C1 | -6% | 15% | 0% | -5 | -1% | -2% | -6%
CCOC(=O)C1=C(C)Nc2ncnn2C1c1cc(OC)ccc1OC (stereo not drawn) | -14% | 25% | -10% | 36 | 2% | -5% | -4%
CCCCn1c(SCC(=O)NCc2ccco2)nnc1-c1ccoc1C | ? | 21% | 49% | 0 | -15% | -2% | 8%
CC1=C(C(=O)N2CCCCCC2)CC(CC(=O)NCc2ccco2)C(=O)N1Cc1ccccc1 (stereo not drawn) | . | . | . | -11 | 2% | 0% | .
N#C/C(=C\c1c[nH]c2ccccc12)C(=O)Nc1ncc(Cc2ccc(Cl)cc2Cl)s1 | 4% | 35µM* | 4% | 19 | -3% | 8%[2.32 µM] | 3%

# Full records from above.
# Cc1cc(Br)c(S(=O)(=O)NCc2cccnc2)cc1C in the list: AmpC detergent = 0%; HCV inhibitor = 17%; AmpC no deterg = -19%; HCMV inh = 2; TbPYK inhibitor = 0%; AMA1-RON2 inh = 0%; LmPK inhibitor = 6%
# Cc1ccccc1C(=O)n1nc(-c2cccnc2)nc1NCc1ccc(F)cc1 in the list: AmpC detergent = 3%; HCV inhibitor = .; AmpC no deterg = .; HCMV inh = -5; TbPYK inhibitor = 2%; AMA1-RON2 inh = .; LmPK inhibitor = .

# 3 entries from above in a different format:
# Every second line gives: AmpC detergent | HCV inhibitor | AmpC no deterg | HCMV inh | TbPYK inhibitor | AMA1-RON2 inh | LmPK inhibitor
CN(c1ccccc1)c1nc(N)c([N+](=O)[O-])c(N2CCOCC2)n1
 : -1% | -11% | -3% | 61 | -3% | -26% | 4%
COc1ccc(/C=C2/C(=O)N(c3ccccc3)N=C2C)cc1OC
 : -12% | 12% | -11% | 40 | -4% | -12% | 2%
COc1ccc(C(=O)C2CCCN(Cc3c(C)[nH]c4ccccc34)C2)c(OC)c1 (stereo not drawn)
 : -7% | . | 18% | . | . | . | -4%

# (further entries)
Structure | AmpC detergent | HCV inhibitor | AmpC no deterg | HCMV inh | TbPYK inhibitor | AMA1-RON2 inh | LmPK inhibitor
Cc1ccsc1CN(C(=O)COc1ccccc1Cl)C1CCS(=O)(=O)C1 (stereo not drawn) | 19% | . | . | 86 | 3% | . | .
COc1cccc(-c2cc(C(=O)Nc3ccccc3)c3ccccc3n2)c1 | . | -14% | . | -34 | 7% | 23% | .
COc1ccc(CCNC(=O)c2cccnc2)cc1OC | -15% | 5% | -11% | -13 | 11% | -7% | 1%
COC(=O)CSc1nnc(SCc2ccccc2)s1 | -16% | 13% | -11% | ? | -7% | 10% | 1%
CC(C)(C)C(=O)Nc1ccc(/C=C/C(=O)c2ccco2)cc1 | -13% | -6% | -23% | 233 | -15% | 0% | 1%
CC(=O)n1cc(/C=N/NC(=O)c2ccccc2Cl)c2ccccc21 | -12% | ? | -21% | . | 0% | -4% | 0%
CCc1[nH]nc(C(=O)N2CCCC(C(=O)c3cccc(OC(C)C)c3)C2)c1C (stereo not drawn) | 11% | ? | 68%[activator] | -34 | -4% | 0% | 11%
COc1ccc(NC(=O)CS(=O)CC(=O)Nc2ccc(OC)c(OC)c2)cc1 (stereo not drawn) | ? | 29% | -12% | -2 | 0% | 2% | 1%
COn1c(-c2ccccc2)nc2c1CCc1c-2no[n+]1[O-] | 1% | 3% | -8% | -80* | -2% | 29% | 14%
Cc1cnn(C(=O)c2cc(-c3ccccn3)nc3ccc(Cl)cc23)c1 | -1% | -5% | -21% | -3 | -1% | 11% | -1%
O=C(NCC1CCCO1)C1CCN(C2CCN(Cc3ccco3)CC2)CC1 (stereo not drawn) | 6% | -9% | -12% | ? | 3% | 10% | 13%
Cn1c(=O)c2cc(NC(=O)Cc3ccccc3F)ccc2n1C/C=C/c1ccccc1 | . | . | . | -1 | -3% | -4% | .
O=C(CN1C(=O)NC2(CCCC2)C1=O)OCc1ccc(Cl)cc1Cl | -14% | -11% | -3% | -27 | -9% | -16% | .
Cc1ccc(/C=C/C(=O)N2CCN(S(=O)(=O)/C=C/c3ccccc3)CC2)o1 | -3% | 8% | 17% | 55 | 0% | -6% | 5%
O=[N+]([O-])c1ccc2c(c1)nc1n2CCCCC1 | -3% | -11% | -27% | ? | 4% | -12% | -4%
O=C(Nc1ccc(OC(F)(F)F)cc1)c1cccc(-n2cnnn2)c1 | 5% | -20% | -18% | -32 | 0% | -17% | .
Cc1cccc(NC(=O)CCCNC(=O)c2ccc(Cl)cc2)n1 | -2% | -15% | 331%[activator] | -3 | -7% | -10% | -12%
O=C(CSCc1ccc(Cl)cc1Cl)Nc1nccs1 | ? | 6% | -12% | -4 | 3% | 23% | -1%
O=C(Nc1ccc(Cl)cc1)c1csc(Cc2ccccc2)n1 | 6% | -8% | -17% | -24 | -6% | -1% | -5%
CCCc1cc(=O)oc2c(CN3CCN(C)CC3)c(O)ccc12 | -1% | 3% | -6% | -7 | 1% | -3% | -6%
CC1(C)C[C@H](O)[C@@]23C[C@@H](OC2=O)[C@]2(C)C(=CCC4[C@@]5(C)CC[C@H](O)C(C)(C)C5CC[C@]42C)[C@@H]3C1 (stereo partly drawn) | . | 6% | . | . | 1% | 0% | .
O=C(c1ccc(NS(=O)(=O)c2cccs2)cc1)N1CCN(c2ccccc2Cl)CC1 | -12% | -1% | -34% | 6 | 2% | -27% | 3%

# Bioassay records deposited in PubChem BioAssay by National Center for Advancing Translational Sciences (NCATS).
